GRK2 inh = blocks RNA aptamer binding to human GRK2; P25098; bead flow cytometry, FAM-aptamer displacement from GRK2; inhibition of aptamer binding, % at 10 µM; 330,000 compounds, 0.59% hits;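 active means inhibition of aptamer binding above 40%, roughly 3 SD of noise, on plates passing a quality check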;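 further: median bead fluorescence of bound FAM aptamer so fluorescent compounds give negative values; no value below 0 was filed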
VLA-4 inh = inhibition in a human VLA-4 binding assay. P13612. VLA-4 expressing cells, ligand binding flow cytometry. inhibition, % (about 7 µM as worked out from the volumes in the protocol). 330,000 compounds, 0.2% hits. AID 2557; in the data active means inhibition above about 50%
Target sequence (P13612 whole entry, looked up): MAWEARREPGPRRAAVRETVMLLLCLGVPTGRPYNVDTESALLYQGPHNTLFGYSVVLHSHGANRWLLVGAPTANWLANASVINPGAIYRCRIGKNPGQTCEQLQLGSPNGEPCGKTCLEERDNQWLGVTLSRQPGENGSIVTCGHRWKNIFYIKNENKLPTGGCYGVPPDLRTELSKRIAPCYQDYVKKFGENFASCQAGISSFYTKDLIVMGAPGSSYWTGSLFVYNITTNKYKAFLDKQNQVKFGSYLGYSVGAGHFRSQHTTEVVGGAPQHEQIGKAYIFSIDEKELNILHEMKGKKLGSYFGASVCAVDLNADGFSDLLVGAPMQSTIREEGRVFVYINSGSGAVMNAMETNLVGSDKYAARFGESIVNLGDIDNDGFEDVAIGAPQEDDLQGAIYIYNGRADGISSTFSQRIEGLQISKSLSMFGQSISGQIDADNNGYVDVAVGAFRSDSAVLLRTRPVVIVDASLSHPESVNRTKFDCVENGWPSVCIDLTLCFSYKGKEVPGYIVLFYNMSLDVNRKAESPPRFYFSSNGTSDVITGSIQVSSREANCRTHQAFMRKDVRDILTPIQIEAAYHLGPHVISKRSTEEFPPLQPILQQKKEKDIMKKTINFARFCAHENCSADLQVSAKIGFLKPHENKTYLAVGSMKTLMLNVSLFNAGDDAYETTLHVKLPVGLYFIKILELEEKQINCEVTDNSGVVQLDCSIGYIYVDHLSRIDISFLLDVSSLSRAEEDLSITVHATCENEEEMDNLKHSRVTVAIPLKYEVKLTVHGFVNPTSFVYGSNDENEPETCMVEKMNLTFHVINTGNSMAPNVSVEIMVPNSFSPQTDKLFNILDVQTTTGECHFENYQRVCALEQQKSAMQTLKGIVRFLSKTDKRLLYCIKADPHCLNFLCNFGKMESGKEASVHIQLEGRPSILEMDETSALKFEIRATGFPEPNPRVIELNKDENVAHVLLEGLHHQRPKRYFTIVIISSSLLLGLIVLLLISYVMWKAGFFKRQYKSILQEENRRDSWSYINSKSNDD
CIT2-GFP yeast = yeast TOR pathway CIT2-GFP modulation; S. cerevisiae CIT2-GFP strain, flow cytometry, 3 h; 100 means same as DMSO wells; AID 2029; GFP response vs DMSO, % at 10 µM; 320,000 compounds, 0.065% hits;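 active means GFP response relative to DMSO above a set limit, near the screen mean plus 3 SD, cut at about 150% in these data; inconclusive means Fewer than 70 cells measured for a yeast strain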;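 further: ratio of well median GFP fluorescence to mean of DMSO wells on the plate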
MEP2 TOR yeast = yeast TOR pathway MEP2-GFP modulation | AID 2016 | GFP response vs DMSO, % at 10 µM | 330,000 compounds, 0.51% hits | S. cerevisiae MEP2-GFP strain, flow cytometry GFP, 3 h; 100% = DMSO control level;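 active means GFP response versus DMSO above a set limit, roughly screen mean plus 3 SD, cut at about 180% in these data; inconclusive means fewer than 70 cells counted for a yeast strain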;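 further: median GFP fluorescence of the barcode-gated MEP2-GFP cells per well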
AGP1 TOR yeast = yeast TOR pathway AGP1-GFP modulation. S. cerevisiae AGP1-GFP multiplex flow cytometry, 3 h; GFP as percent of DMSO wells. GFP response vs DMSO, % at 10 µM. 320,000 compounds, 0.02% hits. AID 2066;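 active means GFP response relative to DMSO above a set limit, near screen average plus 3 SD, cut at about 150% in these data; inconclusive means fewer than 70 cells counted for the yeast strain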;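 further: median GFP channel fluorescence of the gated AGP1 strain per well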
CR mimetic SO = lowers age-related superoxide in aged yeast cells; S. cerevisiae aged cells, superoxide DHE fluorescence; stronger effect = lower value; superoxide response (% of plate mean), % at 10 µM; 330,000 compounds, 0.18% hits;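 active means superoxide response under a set limit, about three screen SD below normal, cut at about 65% in these data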;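 further: yeast aged for seven days with compound at 30 °C before DHE staining; 100% = average MFI of all compound-treated wells on the plate with controls excluded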
RPL19A-GFP yeast = alters RPL19A-GFP fluorescence in TOR pathway yeast screen; percent response vs DMSO, % at 10 µM; 330,000 compounds, 0.3% hits; S. cerevisiae RPL19A-GFP strain, flow cytometry, 3 h; stronger effect = lower value;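 active means percent response vs DMSO below 50%; inconclusive means fewer than 70 events counted for the yeast strain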;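 further: median channel GFP fluorescence of the barcoded RPL19A-GFP strain; ratio of sample median GFP to plate DMSO average so 100% = DMSO; lower means less RPL19A-GFP as with rapamycin TOR inhibition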
LAP4 TOR yeast = alters LAP4-GFP fluorescence in TOR pathway yeast screen. S. cerevisiae LAP4-GFP multiplex, flow cytometry GFP, 3 h; median GFP as percent of DMSO wells. GFP response vs DMSO, % at 10 µM. 320,000 compounds, 0.34% hits;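 active means GFP response vs DMSO above a set limit, about the screen mean plus 3 SD, cut at about 150% in these data; inconclusive means under 70 cell events counted for the yeast strain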
* hit, by the source's call; ? = inconclusive; / = no result given; [ ] = dose if it differs, or a comment.

SMILES	GRK2 inh	VLA-4 inh	CIT2-GFP yeast	MEP2 TOR yeast	AGP1 TOR yeast	CR mimetic SO	RPL19A-GFP yeast	LAP4 TOR yeast
CCOC(=O)Cn1nc(-c2ccc(Cl)cc2)cc1N	0	3	95	101	98	118	97	109
CCN1CCN(CC(=O)Nc2ccc3c(c2)OCCO3)C(=O)C1=O	3	-11	100	104	97	100	99	101
CN(C(=O)CSc1nc2ccccc2c(=O)n1-c1ccccc1F)C1CCS(=O)(=O)C1 (stereo unspecified)	4	-7	105	99	97	93	97	91
Cc1cc(C)nc(SCCC(=O)Nc2ccc(F)cc2)n1	1	-2	102	95	102	98	97	98
COc1ccc(N(CC(=O)Nc2ccccc2C(=O)NCc2ccco2)S(C)(=O)=O)cc1	2	-2	/	102	100	102	105	93
CCC1CCCCN1Cc1nc(Cc2ccccc2Cl)no1 (stereo unspecified)	1	8	101	101	104	109	100	112
CC(=O)NC1C(O)OC(CO)C(O)C1O (stereo unspecified)	1	-1	88	96	85	94	98	103
Cc1ccccc1S(=O)Cc1ccc(C(=O)NCCN2CCOCC2)o1 (stereo unspecified)	4	2	106	105	103	101	101	105
CCN(CC)C(=O)C1CCCN(Cc2ccc(OC)c(C)c2)C1 (stereo unspecified)	0	-3	85	103	103	99	99	116
CC(C)Oc1ccc2c(=O)c(-c3ccccc3)coc2c1	2	40	75	94	84	110	92	126

Reformatted: 4 of the compounds above.
SMILES,GRK2 inh,VLA-4 inh,CIT2-GFP yeast,MEP2 TOR yeast,AGP1 TOR yeast,CR mimetic SO,RPL19A-GFP yeast,LAP4 TOR yeast
CCOC(=O)Cn1nc(-c2ccc(Cl)cc2)cc1N,0,3,95,101,98,118,97,109
CC(=O)NC1C(O)OC(CO)C(O)C1O (stereo unspecified),1,-1,88,96,85,94,98,103
Cc1cc(C)nc(SCCC(=O)Nc2ccc(F)cc2)n1,1,-2,102,95,102,98,97,98
CCN1CCN(CC(=O)Nc2ccc3c(c2)OCCO3)C(=O)C1=O,3,-11,100,104,97,100,99,101

Further compounds follow.
SMILES	GRK2 inh	VLA-4 inh	CIT2-GFP yeast	MEP2 TOR yeast	AGP1 TOR yeast	CR mimetic SO	RPL19A-GFP yeast	LAP4 TOR yeast
CN(c1cccc(NC(=O)c2cccc([N+](=O)[O-])c2)c1)S(C)(=O)=O	0	-4	86	83	74	110	83	81
Cc1nccn1CC(O)COc1ccc(Cl)cc1Cl (stereo unspecified)	0	20	101	107	99	100	100	101
Cn1c(=N)n(CC(=O)c2ccc(Br)s2)c2ccccc21	0	-3	/	96	102	91	102	92
CCOC(=O)C(C(=O)N(C)C)c1ncc(C(F)(F)F)cc1Cl (stereo unspecified)	0	23	91	102	100	101	98	93
CCn1c(SCC(=O)Nc2cccc(C)c2)nc2ccccc2c1=O	2	21	94	106	96	113	102	94
COC(=O)CC1=NN(c2ccc(OC)cc2)C(=O)/C1=C\c1ccc(Cl)cc1	4	18	88	96	92	105	99	118
COc1cccc(CNS(=O)(=O)c2cccc(S(=O)(=O)N3CCOCC3)c2)c1	1	-12	108	98	96	97	97	97
C[C@H]1CN=C(Nc2ccccc2)N1CCc1ccccc1	2	13	102	107	107	102	103	100
COc1cc(NC(=O)C/C(C)=N/NC(=O)C(=O)NC2CCCCC2)c(OC)cc1Cl	5	14	94	94	100	94	97	110
Cc1ccccc1Cn1ccc(NC(=O)c2cnn3c(C(F)(F)F)cc(-c4ccco4)nc23)n1	31	9	93	101	96	125	101	103
Cc1ccc(NC(=S)NCC(C)C)cc1	6	23	96	91	91	97	96	86
CC(C)(C)C(=O)Nc1cc(NC(=O)C(C)(C)C)cc(C(=O)Nc2cc(C(=O)O)cc(C(=O)O)c2)c1	0	12	106	110	104	96	105	97
CCOC(=O)c1c(C)n(C)c2ccc(OCC(O)CN3CCC(C)CC3)cc12 (stereo unspecified)	0	49	105	103	103	107	97	99
COc1ccc(Cl)cc1NC(=O)c1cc(-c2cc(C)ccc2O)n[nH]1	2	-5	100	102	98	97	98	101
CCOC(=O)c1c(NC(=O)C(C)OC(=O)c2ccc(NC(=O)CC#N)cc2)sc2c1CCCC2 (stereo unspecified)	0	4	?	92[may fluoresce violet]	16[may fluoresce violet]	102	91[may fluoresce violet]	109[may fluoresce violet]
Cc1ccc(C)n1NC(=O)c1cccs1	0	4	102	101	102	94	98	96
CCc1noc(C)c1C(=O)OC(C)C(=O)Nc1ccccc1OC (stereo unspecified)	1	2	98	105	103	103	100	106
Cc1ccc(NC2=CC(=O)CCC2)cc1C	0	9	98	98	96	106	99	99
CCN(CC)C(=O)C1CCCN(Cc2ccccc2F)C1 (stereo unspecified)	0	-1	106	108	112	110	102	102
COCc1cc(C)nc(N2CCOCC2)c1C#N	0	6	96	97	101	98	102	101
CCn1c(COC(=O)CNC(=O)c2ccccc2F)nc2cc(S(=O)(=O)N(C)C)ccc21	1	5	96	96	105	102	99	91
O=C(CN1CCN(S(=O)(=O)c2ccc(Cl)cc2)CC1)Nc1ccc2c(c1)CCC2	0	15	106	107	109	118	105	102
CCN(CC)S(=O)(=O)c1ccc2[nH]c(=O)c3ccccc3c2c1	0	-1	98	102	99	101	98	94
COc1ccccc1C(=O)Nc1ccccc1SC(=O)c1ccccc1OC	16	38	94	103	95	108	104	93
CN1CCN(c2c([N+](=O)[O-])cnc3ccccc23)CC1	0	2	95	88	104	91	94	114
CCc1cccc(C)c1NC(=O)C1CN(S(=O)(=O)c2ccccc2)CCN1S(=O)(=O)c1ccccc1 (stereo unspecified)	1	0	101	112	96	98	99	103
NNc1nc2c(Cl)c(Cl)ccc2s1	0	4	92	102	92	106	98	113
CCCOc1ccccc1NS(=O)(=O)c1ccc2[nH]c(=O)[nH]c2c1	0	9	102	109	104	95	100	108
CCOC(=O)CSc1ncnc2c1nnn2-c1ccc(F)cc1	4	23	96	98	97	103	97	106
c1ccc(CC2CCN(Cc3nc(-c4ccccc4)no3)CC2)cc1	2	8	92	95	96	90	94	95
CC1CCN(S(=O)(=O)c2ccc(C(=O)N3CCCC(C(F)(F)F)C3)cc2)CC1 (stereo unspecified)	0	24	91	99	99	116	96	100
Nc1nc(-c2ccc(F)cc2)cc(C(F)(F)F)n1	3	12	102	105	97	103	97	92
CCCCN(C(=O)c1c(C)noc1C)c1c(N)n(CCC)c(=O)[nH]c1=O	3	2	92	94	99	93	98	102
NS(=O)(=O)c1ccc(CCNC(=O)Cc2ccc(S(=O)(=O)N3CCOCC3)s2)cc1	1	-22	94	93	101	87	88	99
Cc1cccc(NC(=S)Nc2ccc(Br)cc2)c1	0	-1	92	97	92	90	95	110
O=C(Cc1ccccc1)NNC(=O)c1cccs1	1	1	105	102	99	98	98	/
O=C(c1ccc2c3c(cccc13)CC2)C1CCCN(C(=O)c2ccc(=O)[nH]c2)C1 (stereo unspecified)	1	10	102	98	97	89	97	92
O=C(c1cc2ccccc2s1)N1CCN(c2ccccn2)CC1	2	1	111	111	94	/	101	100
CCN1CCN(Cc2cccc(Oc3ccccc3)c2)CC1	0	16	116	107	116	93	101	98
COC(=O)CCCC(=O)N1CCCC(CNS(=O)(=O)c2ccc(OC)cc2)C1 (stereo unspecified)	0	-30	88	89	88	108	95	84
CCSc1nc(O)cc(=O)n1CC	1	-1	104	97	99	108	105	97
O=[N+]([O-])c1cccnc1NCc1cccs1	0	7	91	101	103	113	102	102
COc1cccc(-n2ccnc2SCC(=O)Nc2cc(OC)ccc2OC)c1	0	-21	101	102	102	101	/	102
Cc1cc(C(=O)NCc2ccccc2Br)no1	0	13	96	100	101	118	100	105
CCc1cc(C(=O)NCC(c2cccs2)N2CCOCC2)sc1C (stereo unspecified)	3	3	93	103	107	92	100	102
COc1ccc(-c2cc(=O)oc3cc4occ(C)c4cc23)cc1	1	7	108	102	99	90	107	110
COc1cccc(-c2n[nH]c(=S)n2Cc2ccco2)c1OC	0	3	97	95	92	72	93	95
CCOC(=O)C1=C(c2ccccc2)Nc2ncnn2C1c1cc(OC)ccc1OC (stereo unspecified)	2	6	104	100	99	84	94	99
COc1ccc(CN(C)C(=O)C2CCN(C(=O)Nc3ccccc3)CC2)cc1	2	32	94	100	108	101	97	101
COc1ccc(OCCN2C(=O)NC3(CCc4ccccc4C3)C2=O)cc1 (stereo unspecified)	2	4	104	109	93	109	99	98

Later entries:
SMILES	GRK2 inh	VLA-4 inh	CIT2-GFP yeast	MEP2 TOR yeast	AGP1 TOR yeast	CR mimetic SO	RPL19A-GFP yeast	LAP4 TOR yeast
O=C(O)C/C=C(\NC(=O)OCc1ccccc1)C(=O)OCc1ccccc1	0	1	102	102	102	89	106	95
Cc1cccc(NC(=O)CS(=O)CC(=O)Nc2cnc3ccccc3c2)c1C (stereo unspecified)	0	0	100	99	85	92	98	86
Cc1cccc(/C(N)=N/OC(=O)CCc2ccccc2)c1	0	-14	106	95	91	109	100	103
C=CCn1c(C)cc(C(=O)COc2nncc3ccccc23)c1C	7	6	89	99	97	107	92	109
CC1CCN(S(=O)(=O)c2cccc(C(=O)Nc3ccccc3)c2)CC1	2	16	103	107	106	100	111	104
COc1ccc(C(=O)C2CCCN(C(=O)C3CCOCC3)C2)cc1OC (stereo unspecified)	0	6	99	102	102	100	106	98
COc1ccccc1NS(=O)(=O)c1ccc(Cl)c(NC(=O)C(C)N2C(=O)c3ccccc3C2=O)c1 (stereo unspecified)	0	-2	96	100	102	93	98	101
CCN(C(=O)COC(=O)c1ccc2c(c1)OCO2)c1ccccc1	0	2	95	104	104	126	104	102
CC(C)c1nnc(NC(=O)CSc2nnc(NC(=O)c3c(F)cccc3F)s2)s1	0	8	109	107	105	100	103	100
Cc1cc(SCc2ccc(C(F)(F)F)cc2)nc(=O)[nH]1	2	7	102	105	103	95	102	101
C=CCN1C(=O)c2ccccc2NC1c1ccc(Br)s1 (stereo unspecified)	2	2	104	97	95	108	103	93
N=c1c2ccccc2nnn1-c1ccc(C(F)(F)F)cc1	0	19	104	102	102	106	96	114
N#Cc1ccccc1COC(=O)CCC(=O)c1cccs1	2	9	90	103	104	90	103	110
O=C(O)c1cnc(-c2ccccc2)nc1Sc1ccc(Cl)cc1Cl	3	-9	96	105	101	90	103	101
O=S(=O)(c1ccc(Cl)cc1)N1CCN(C(=S)Nc2ccccc2F)CC1	4	5	97	87	87	88	95	87
Cc1c(CN2CCC(n3nccc3NC(=O)CCc3ccccc3)CC2)cnn1C	0	3	94	98	94	94	94	90
O=C(O)CCC(=O)N1CCN(c2ccccn2)CC1	0	2	93	101	93	105	99	94
Cc1ccc(CNC(=O)Cn2ccc3ccccc3c2=O)o1	0	13	105	106	108	97	100	109
Cc1ccc(NC(=O)CCC(=O)N2CCOc3ccccc32)c(Cl)c1	0	-8	87	102	91	106	98	112
CC(=O)c1c(C)[nH]c(C(=O)OCC(=O)N(C)c2c(N)n(Cc3ccccc3)c(=O)[nH]c2=O)c1C	0	-3	98	102	108	102	97	103
COc1cc(C(=O)NCc2ccco2)cc(OC)c1OC	0	-7	107	99	100	95	101	93
CCN1CCN(C(=O)c2ccc(-c3nc4ccccc4s3)s2)CC1	0	16	87	94	92	100	96	90
COc1cccc(-c2cc(CC3(O)CCN(CCCc4ccccc4)CC3)on2)c1	0	-6	102	103	99	104	101	90
O=C(Nc1ccc(Br)cn1)c1ccc(Br)s1	4	-3	107	118	95	78	104	92
COc1ccc(C(=O)NCCN2CCOCC2)c(OC)c1OC	4	6	88	86	99	85	90	101
O=C(c1cc(-c2ccccc2)nc2ccccc12)N1CCN(c2ccccc2O)CC1	1	3	100	101	97	87	96	102
Cc1c(CC(C)C)nc(N)c(C#N)c1-c1ccccc1	8	0	123	350*	29	96	67	102
Cc1cccc(NC(=O)c2cnc3sccn3c2=O)c1	3	2	88	102	90	100	94	108

From PubChem BioAssay
